RGS4 inhibitor – Inhibitors of Regulator of G Protein Signaling (RGS) 4: qHTS | Regulator of G-protein signaling 4 (Homo sapiens), P49798 | Transcreener GDP fluorescence polarization, RGS4-accelerated GTP hydrolysis | Potency, µM (series often up to 114 µM), inactives show top-dose activity change, negative = inhibition, most hits filed as inhibitors | hit rate 0.039% among 390,000 | AID 504845, 2011; further: on the % scale 0 is the no-effect control and ±100 the full control effect; nearly all actives have a fitted effect of over 75% in size; some results filed as inactive show a strong effect at the top dose
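MLSMR compounds (23 nl, pin-transferred) preincubated 10 min at room temperature with a 500nM (2x) first reagent, then RGS4 at 900nM (2x) plus Transcreener GDP mix added; fluorescence polarization (620/688 nm) read before and after 90 min at 30 °C.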
Vif-APOBEC3G blk – qHTS for Inhibitors of Vif-A3G Interactions: qHTS; HeLa A3G-eYFP + Vif (tagged APOBEC3G with the HIV-1 protein that degrades it), YFP fluorescence, overnight; Potency, µM (titrated, usually from 46.1 µM), without a hit: at the top dose activity, negative = active, usual class: inhibitors; hit rate 0.076% among 410,000; AID 602310, 2012;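 further: on the % scale 0 is the no-effect control and ±100 the full control effect; nearly all actives have a fitted effect of over 60% in size; hits raise eYFP signal because A3G escapes Vif-driven loss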
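HeLa cells stably expressing Vif and C-terminally eYFP-tagged A3G, seeded overnight at 37 deg C, then exposed to compound by pintool overnight at 37 deg C. Rise in yellow fluorescence (Ex 488/Em 500-530, Acumen) marks blocked Vif-driven A3G degradation.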
Vif-A3F inh – qHTS for Inhibitors of Vif-A3F Interactions: qHTS. hit rate 0.2% among 390,000. HeLa A3F-eYFP + Vif (tagged APOBEC3F with the HIV-1 protein that degrades it), YFP fluorescence increase. Potency, µM (top dose mostly 46.1 µM), without a hit: at the top dose activity, negative = active; further: % of control where 0% means no effect; nearly all actives have a fitted effect of over 65% in size
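HeLa cells stably expressing Vif plus C-terminally eYFP-tagged A3F were seeded, incubated overnight at 37 deg C, dosed with compound, incubated overnight again at 37 deg C. Yellow fluorescence (Ex 488/Em 500-530) reported blocked Vif-mediated A3F-eYFP degradation.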
12-LOX inh – Primary qHTS assay for inhibitors of human arachidonate 12S-lipoxygenase (ALOX12): Round 2; purified 12hLO, xylenol orange hydroperoxide absorbance; Potency, µM (titrated, usually from 108 µM), for inactives: at the highest dose activity change, negative = inhibition, most hits filed as inhibitors; hit rate 1.1% among 580,000; further: on the % scale 0 is the no-effect control and ±100 the full control effect
Target sequence (P18054 whole entry, looked up): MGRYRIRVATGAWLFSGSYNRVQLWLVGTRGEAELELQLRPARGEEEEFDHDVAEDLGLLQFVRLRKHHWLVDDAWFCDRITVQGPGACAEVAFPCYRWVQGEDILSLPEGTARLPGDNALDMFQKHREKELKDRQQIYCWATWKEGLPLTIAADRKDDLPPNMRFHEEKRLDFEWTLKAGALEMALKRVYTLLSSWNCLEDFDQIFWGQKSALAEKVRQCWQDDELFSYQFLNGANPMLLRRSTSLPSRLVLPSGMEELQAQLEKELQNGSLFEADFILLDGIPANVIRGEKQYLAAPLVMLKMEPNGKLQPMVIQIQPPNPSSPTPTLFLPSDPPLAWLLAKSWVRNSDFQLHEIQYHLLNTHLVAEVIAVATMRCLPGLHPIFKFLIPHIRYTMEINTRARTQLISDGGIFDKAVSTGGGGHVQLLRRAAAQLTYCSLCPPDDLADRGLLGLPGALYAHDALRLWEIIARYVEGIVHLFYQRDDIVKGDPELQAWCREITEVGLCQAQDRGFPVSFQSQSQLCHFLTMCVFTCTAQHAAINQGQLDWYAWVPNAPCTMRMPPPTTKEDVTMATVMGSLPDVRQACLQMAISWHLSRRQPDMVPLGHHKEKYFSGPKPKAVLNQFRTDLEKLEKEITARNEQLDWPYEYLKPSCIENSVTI
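Hydroperoxide product was detected by ferrous iron/xylenol orange as the 573 to 405 nm absorbance ratio. Arachidonic acid at 40 uM (final) was turned over for 30 min at room temperature by 150 nM human 12hLO, pH 7.0 Hepes buffer, after 15 min compound preincubation.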
IDH1 R132H inh – qHTS for Inhibitors of mutant isocitrate dehydrogenase 1 (IDH1): qHTS; hit rate 0.093% among 390,000; IDH1-R132H enzyme, NADPH consumption, diaphorase/resazurin fluorescence; AID 602179, 2012; Potency, µM (doses to about 76.6 µM), for the others: at the top dose activity change, negative = inhibition, actives largely listed as inhibitors; further: on the % scale 0 is the no-effect control and ±100 the full control effect; nearly all actives have a fitted effect of over 65% in size
Target sequence (O75874 whole entry R132H, stated change not applied): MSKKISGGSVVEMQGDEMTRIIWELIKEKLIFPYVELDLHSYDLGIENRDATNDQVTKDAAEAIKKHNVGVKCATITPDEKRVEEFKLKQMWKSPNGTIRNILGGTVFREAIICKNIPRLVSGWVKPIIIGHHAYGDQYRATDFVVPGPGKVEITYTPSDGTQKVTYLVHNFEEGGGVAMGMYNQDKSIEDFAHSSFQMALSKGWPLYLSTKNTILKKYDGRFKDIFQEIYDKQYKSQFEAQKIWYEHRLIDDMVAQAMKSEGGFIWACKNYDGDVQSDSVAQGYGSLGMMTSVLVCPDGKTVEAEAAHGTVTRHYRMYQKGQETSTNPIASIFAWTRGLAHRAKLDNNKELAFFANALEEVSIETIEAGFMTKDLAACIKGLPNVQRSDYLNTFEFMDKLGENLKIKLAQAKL
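IDH1-R132H (0.5 ug/mL) preincubated 30 min with compound, then NADPH (0.016 mM) and alpha-KG (2 mM) added; 80 min at RT, pH 7.5. Remaining NADPH coupled via diaphorase/resazurin to fluorescence (540/590 nm); concentration-response curves normalized to no-enzyme control.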
TrxR1 substrate – qHTS Assay for Substrates of Mammalian Selenoprotein Thioredoxin Reductase 1 (TrxR1): qHTS. purified TrxR1 substrate turnover, NADPH consumption readout. hit rate 0.01% among 390,000. Potency, µM (top dose mostly 114 µM), for inactives: at the highest dose activity change, negative = substrate turnover; further: on the % scale 0 is the no-effect control and ±100 the full control effect; nearly all actives have a fitted effect of over 50% in size
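Rat TrxR1, dispensed at 90 nM, was prereduced with 400 uM NADPH (final) for 5 min at ~22 deg C, then incubated with compound 15 min before 400 uM selenite. A first-read NADPH fluorescence drop versus no-compound background flagged substrates.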
USP1-UAF1 inh – Inhibitors of USP1/UAF1: Primary Screen; Potency, µM (series often up to 57.1 µM), for inactives: top-dose activity change, negative = inhibition, hits mostly inhibitors; Ubiquitin carboxyl-terminal hydrolase 1 (Homo sapiens), O94782; recombinant USP1/UAF1, Ub-Rhodamine cleavage fluorescence; hit rate 0.23% among 390,000; further: on the % scale 0 is the no-effect control and ±100 the full control effect; nearly all actives have a fitted effect of over 60% in size; inactives centre near -12
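USP1/UAF1 complex (1 nM) preincubated 15 min at room temperature with compound, then Ub-Rho substrate (150 nM final) added. Kinetic fluorescence at 480/540 nm over 6 reads at 60 s intervals; 50 mM HEPES pH 7.8, 0.5 mM EDTA, 0.1 mg/ml BSA, 1 mM TCEP, 0.01% Tween-20.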
rTrxR1 inhibitor – qHTS Assay for Inhibitors of Mammalian Selenoprotein Thioredoxin Reductase 1 (TrxR1): qHTS. recombinant rTrxR1, NADPH fluorescence consumption, selenite substrate. Potency, µM (top dose mostly 114 µM), without a hit: at the top dose activity change, negative = inhibition, hits mostly inhibitors. hit rate 1% among 390,000; further: on the % scale 0 is the no-effect control and ±100 the full control effect; nearly all actives have a fitted effect of over 65% in size
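Rat TrxR1 (90 nM in the dispensed reagent) was pre-reduced with 400 uM NADPH for 5 min at room temperature, then incubated with compound for 15 min. After 400 uM selenite was added, NADPH fluorescence (Ex 340/Em 450 nm) was followed for 8 min.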
RXFP1 agonist – qHTS Assay for Agonists of the Relaxin Receptor RXFP1 | AID 2676, 2010 | HEK293T-RXFP1 cAMP TR-FRET, 30 min; response scale: percent of porcine relaxin response, buffer zero | Potency, µM (titrated, usually from 57.5 µM), for the others: top-dose activation, actives largely listed as activators | hit rate 0.3% among 370,000 | Relaxin receptor 1 (Homo sapiens), Q9HBX9; further: on the % scale 0 is the no-effect control and ±100 the full control effect; nearly all actives have a fitted effect of over 60% in size; many of its hits are not listed in these tables
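HEK293 cells stably expressing RXFP1, treated 30 min at 37C with compounds plus PDE4 inhibitor Ro 20174; cAMP measured by HTRF TR-FRET. Normalized to buffer and 29 nM porcine relaxin; EC50 by Hill fit.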
An asterisk follows results filed as active; ? = inconclusive; · = not tested or not shown; & = joins results of further samples; [ ] = remark or other dose. The call rests on the fitted dose curve; in most records, active means well fitted curve in the direction sought with a large enough effect; inconclusive means small, poorly fitted or top-dose-only effect, or another doubt; inactive means no such curve, though single readings can be large; an effect the other way counts as inactive or inconclusive. Potency means the concentration at half of the fitted maximal effect.

SMILES | RGS4 inhibitor | Vif-APOBEC3G blk | Vif-A3F inh | 12-LOX inh | IDH1 R132H inh | TrxR1 substrate | USP1-UAF1 inh | rTrxR1 inhibitor | RXFP1 agonist
COc1ccc(N2CCN(c3nc4ccc(C)cn4c(=O)c3C=O)CC2)cc1 | 17% | -9% | -5% | -18% | -10% | -1% | -10% | -4% | 1.4%
CCOC(=O)C(=CNc1cc(C)nn1-c1ccccc1)C(=O)OCC | -15% | 1% | -2% | -9% | 3% | 7% | -11% | -5% | 1.5%
O=C(NC1CCCCC1)N1CCN(C(=O)c2ccco2)CC1 | -19% | 2% | -1% | 19% | 1% | -3% | -3% | 0% | -2.2%
Cc1ccccc1NC(=O)c1ccccc1NC(=O)c1ccco1 | 25% | -1% | -1% | 38%[activator] | 7% | 0% | 7% | -3% | 1.4%
CSCCC(NS(=O)(=O)c1cccs1)C(=O)NCc1ccccc1 (stereo not given) | -3% | -1% | -12% | -17% | 20% | 3%[57.1 µM] | -10% | 1%[57.1 µM] | 1.8%
CN1CCN(c2c(F)cc3c(=O)c(C(=O)O)cn4c3c2OCN4C)CC1 | -4% | 0% | 0% | ? | 2% | 66%[activator] | -20% | 21% | 11%
COC(=O)CCCC1=CC2=C(c3ccccc3)C(=O)C(C)(OC(=O)C3CCCC3)C(=O)C2=CN1c1ccc(OC)cc1 (stereo not given) | -12% | 0% | 0% | ? | 11% | 5% | ? | ? | 0.0%
C[C@@H]1CN([C@@H](C)CO)C(=O)CCCn2nncc2CO[C@H]1CN(C)Cc1ccccc1C(F)(F)F | · | -3% | 0% | 0% | 4% | · | ? | · | ·
Cc1ccc(-n2c(SCC(=O)N3CCCCC3)nc(O)c(Cc3ccccc3)c2=O)cc1 | -5% | 0% | -2% | ? | 2% | -7% | -9% | 10% | 0.3%
CCOc1ccc(OCC(=O)N2CCOCC2)cc1 | -20% | -5% | -2% | 0% | 7% | 7%[57.1 µM] | -12% | 7%[57.1 µM] | 0.1%
COc1cc(OC)c(NC(=O)c2cc(C)nc3c2c(C)nn3-c2ccc(C)cc2)cc1Cl | 3% | -4% | 2% | -12% | 7% | 18% | -22% | 32% | -0.6%
Cn1c(NCCCN2CCOCC2)nc2c1c(=O)n(Cc1ccc(Cl)cc1Cl)c(=O)n2C | -7% | 1% | 4% | 0% | -1% | 1% | -10% | 8% | 0.3%
O=C1COc2ccc(C(=O)COC(=O)c3cccnc3Cl)cc2N1 | 4% | 0% | 8% | -2% | 5% | 3% | 0% | 19%[57.1 µM] | 5.5%
Cc1ccc(C(C)NC(=O)Cc2cccs2)c(C)c1 (stereo not given) | 7% | -4% | 3% | 12% | 4% | 1%[57.1 µM] | -1% | -1%[57.1 µM] | 2.0%
COc1ccc(Cl)cc1-n1c(C)cc(C(=O)O)c1C | -24% | -1% | 7% | 0% | 12% | -3% | -26% | 3% | 2.6%
Cc1oc(-c2cccc(Cl)c2)nc1CN1CCC(C(=O)NCc2cccnc2)CC1 | -3% | -2% | -1% | 0% | 0% | 6%[57.1 µM] | -4% | -13% | 1.1%
COc1ccc(C2OCC3(O)C(c4ccc(OC)c(OC)c4)OCC23)cc1OC (stereo not given) | 14% | 2% | 4% | ? | -1% | 12%[57.1 µM] | -25% | 14%[57.1 µM] | 0.0%
COCCn1c(-c2cccs2)nc2nc3ccccc3nc21 | 11% | -3% | -7% | 90%[activator] | -5% | 753%[activator] | -14% | 89%[activator] | 0.0%
COc1ccccc1C(C)NC(=O)c1ccc(S(=O)(=O)NCc2ccco2)cc1 (stereo not given) | 8% | -8% | 0% | 12% | 5% | 12% | -11% | 28%[57.1 µM] | ·
CCOC(=O)c1c(NC(=O)CN(C)C2CCN(C)CC2)sc(C(=O)Nc2ccccc2)c1C | 5% | 1% | -15% | ? | -16% | -2% | -21% | 12% | 0.0%
CCOC(=O)N1CCN(S(=O)(=O)c2ccc(C(=O)NNc3nc4cc(C)cc(C)c4s3)cc2)CC1 | -30% | -11% | -21% | · | -2% | 8%[57.1 µM] | 4% | 23%[57.1 µM] | -1.4%
COc1ccc(NC(=O)C2CCN(c3cnccn3)CC2)cc1Cl | -13%&-1% | -4%&4% | 2%&6% | ? | 4%&8% | 3%&9% | -14%&-20% | 7%&29% | 4.1%&-2.2%
CCCc1nc(N2CCN(S(=O)(=O)c3ccc(Cl)cc3)CC2)c2c(C)c(C)sc2n1 | -33% | -1% | 3% | 5% | 4% | -5%[57.1 µM] | -12% | 32%[57.1 µM] | -2.0%
C=CCn1c(SCC(=O)c2c(N)n(CCC)c(=O)n(C)c2=O)nnc1-c1ccncc1 | 24% | 7% | -4% | -2% | -3% | -3% | 1% | -1% | ?
CN(Cc1ccccc1)C(=O)C1CCN(S(=O)(=O)c2cc([N+](=O)[O-])ccc2Cl)CC1 | 24% | 0% | ? | -1% | 2% | 1% | -2% | 2% | -0.7%
SMILES | RGS4 inhibitor | Vif-APOBEC3G blk | Vif-A3F inh | 12-LOX inh | IDH1 R132H inh | TrxR1 substrate | USP1-UAF1 inh | rTrxR1 inhibitor | RXFP1 agonist
O=C(CCCC(=O)N1CCCC1)N1CCCC1 | -22% | -3% | -21% | 0% | -2% | 10%[57.1 µM] | -4% | 13% | 4.5%
Cc1ccc(C(c2nnnn2C2CCCC2)N2c3ccccc3CC2C)cc1 (stereo not given) | -6% | -4% | -1% | -7% | 9% | -9% | -16% | -14% | 4.5%
CN1CCN2c3ncccc3Cc3ccccc3C2C1 (stereo not given) | -16% | -3% | -9% | -6% | -3% | 3% | -7% | -5% | ·
O=C(CSc1nc2ccccc2nc1Cc1ccc(Cl)cc1)N1CCN(c2ccccc2)CC1 | 1% | 3% | 1% | -7% | 5% | 2%[57.1 µM] | -19% | 30%[57.1 µM] | 9.6%
S=C(Nc1ccc2nsnc2c1)N1CCCC1 | -32% | 6% | 2% | ? | 10% | 3%[57.1 µM] | -21% | 11%[57.1 µM] | 1.5%
O/N=C1\CCCc2c1nc(-c1ccccc1F)n2O | -1% | -1% | -4% | ? | 3% | 1%[57.1 µM] | -12% | -6%[57.1 µM] | -2.2%
Cc1cc(CN(C)Cc2c(C(=O)N3CCCCCCC3)nc3ccc(Cl)cn23)n[nH]1 | 31% | 2% | 18% | -2% | 9% | 14% | -5% | 29% | 0.2%
CCS(=O)(=O)N1CC(=O)N(c2cc(C)cc(C)c2)C(C)(C(=O)NC2CCCCC2)C1 (stereo not given) | -22% | 4% | 0% | -19% | -2% | -4% | -9% | 7% | 1.5%
Cc1ccc(-c2cc(C(=O)N3CCOCC3)no2)cc1 | -9% | 0% | 12% | -4% | 0% | 9%[57.1 µM] | -3% | 28%[57.1 µM] | -1.9%
N#Cc1c(NCCCO)nc(-c2ccco2)c2c1CCCC2 | ? | -2% | -1% | ? | 5% | 45%[activator][57.1 µM] | -5% | -80% | 5.1%
Nc1nc(N2CCOCC2)n[nH]1 | 2% | -7% | 18% | -12% | 3% | 3%[57.1 µM] | -24% | 25%[57.1 µM] | 0.5%
Cc1ccc(CNC(=O)Cn2ncn3cccc3c2=O)cc1 | 25% | 2% | 6% | -3% | -4% | 1%[57.1 µM] | -1% | 2%[57.1 µM] | 7.1%
CCCC(=O)NC(=S)Nc1c(C)cc(Br)cc1C | 0%[11.4 µM] | -18% | -1% | 0% | 2% | -8% | -5% | ? | ·
CCCCn1c(CCNC(=O)c2cccs2)nc2ccccc21 | -5% | -1% | -8% | 1%&4% | 1% | -7% | -18% | -2% | 0.2%
CCCC1(C(=O)OCC)NC(c2ccco2)C2C(=O)N(C)C(=O)C21 (stereo not given) | 5% | 2% | 1% | 28% | -1% | 7%[57.1 µM] | -8% | -7%[57.1 µM] | -1.0%
COCCn1cnc2c1c(=O)n(CC(=O)NC(=O)NC(C)(C)C)c(=O)n2Cc1ccccc1 | -17% | -2% | -10% | 61%[activator] | -2% | 3% | -14% | 12% | 0.0%
CC1CCN(S(=O)(=O)c2cccc(C(=O)NCC3CCCO3)c2)CC1 (stereo not given) | 34% | 1% | -12% | -5% | -1% | -1% | -5% | 8% | 2.3%
Cc1cc(NS(=O)(=O)c2ccc(NC(=O)CCCC(=O)O)cc2)nc(C)n1 | -25% | -1% | -12% | 386%[activator] | 2% | 0% | -16% | -13% | 3.4%

Some of the compounds tested; the hit share may differ from the screen's.
